H1N1 NS1A inhibition – NS1A inhibition, H1N1 influenza, cell based functional assay (AID 504329); one-dose inhibition, % at 12.5 µM; IC50 in µM for titrated hits; NS1A functional cell-based assay, percent inhibition; higher % means a stronger effect; 0.3% of 340,000 active; in the data active = a potency from the dose series; note: strong numbers were not always called active
inhibitors of VEEV – inhibitors of VEEV TC-83 cytopathic effect, confirmation, Vero cells (AID 588727); Vero cells, VEEV TC-83 cytopathic effect inhibition; higher % means a stronger effect; one-dose inhibition, % at 20 µM; IC50 in µM for titrated hits; 0.13% of 350,000 active; in the data active = a potency from the dose series; note: strong numbers were not always called active
PhoP GFP inhibition – PhoP regulon inhibitors, Salmonella typhi PhoP promoter GFP reporter, confirmatory (AID 1850); one-dose inhibition, % at 50 µM; IC50 in µM for titrated hits; Salmonella Typhi PhoP-promoter GFP reporter, fluorescence, 4 h; higher % means a stronger effect; 0.33% of 310,000 active; in the data active = a potency from the dose series;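 note: 0% = induced wells with vehicle and 100% = uninduced wells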
tuberculosis growth – growth inhibition of non-replicating M. tuberculosis (AID 488890); Mycobacterium tuberculosis non-replicating, growth inhibition; higher % means a stronger effect; one-dose inhibition, % at 25 µM; IC50 in µM for titrated hits; 0.39% of 320,000 active; in the data active = a potency from the dose series;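 note: plate controls were DMSO cells for no effect and high antibiotic wells for full effect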
H37Rv inhibition – M. tuberculosis growth inhibition, HTS (AID 449762). inhibition, % at 25 µM, or IC50 in µM where a hit was titrated. 0.59% of 330,000 active. M. tuberculosis H37Rv growth inhibition, 7H9 media; higher % means a stronger effect; in the data active = a potency from the dose series;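 note: bacterial growth assessed after seven days of incubation; strong numbers were not always called active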
inhibitors of VEEV 10K pilot screen – also measured in inhibitors of VEEV; calls as there; inhibition, %; measured here: 10K pilot screen inhibition
An asterisk follows results filed as active. Outcome played no part in choosing rows. Share with any hit: about 1.4%.

`Cc1cc(=O)oc2cc(OCC(=O)Nc3nccs3)ccc12` gave H1N1 NS1A inhibition 4%, inhibitors of VEEV inactive, PhoP GFP inhibition -3%, tuberculosis growth -6% and H37Rv inhibition 5%.
Screening O=C1NC(c2cc3c(cc2Cl)OCO3)Oc2ccccc21 (configuration not stated) returned H1N1 NS1A inhibition 12%, inhibitors of VEEV 0.4%, PhoP GFP inhibition -4%, tuberculosis growth 19% and H37Rv inhibition -2%.
Screening O=C(CCCC(=O)Nc1ccccc1Br)N/N=C/c1c(F)cccc1Cl returned H1N1 NS1A inhibition -2%, inhibitors of VEEV inactive, PhoP GFP inhibition -4%, tuberculosis growth -10% and H37Rv inhibition -3%.
CCCc1nc2ccccc2n1CCOc1ccccc1 was read as H1N1 NS1A inhibition 10%, inhibitors of VEEV inactive, PhoP GFP inhibition -17%, tuberculosis growth 31% and H37Rv inhibition 6%.
`Cn1c2c(c(=O)n(C)c1=O)CN(Cc1ccc(F)cc1)CN2` gave H1N1 NS1A inhibition -1%, inhibitors of VEEV 0.2%, PhoP GFP inhibition 8%, tuberculosis growth 17%, H37Rv inhibition -7% and inhibitors of VEEV 10K pilot screen 0.2.
`Cc1cccc(NC(=O)CN2C(=O)N/C(=C\c3ccc(-c4cccc(C(=O)O)c4)o3)C2=O)c1` gave H1N1 NS1A inhibition -1%, inhibitors of VEEV 0.1%, PhoP GFP inhibition 12%, tuberculosis growth 8% and H37Rv inhibition -5%.
Cc1nc2ncnn2c(N2CCN(C(c3ccccc3)c3ccccc3)CC2)c1C was read as H1N1 NS1A inhibition -2%, inhibitors of VEEV inactive and PhoP GFP inhibition 2%.
For O=C(NC(Cc1ccccc1)C(=O)O)C1CCCCC1 (configuration not stated) the results were H1N1 NS1A inhibition -2%, inhibitors of VEEV 0.3%, PhoP GFP inhibition -14%, tuberculosis growth -5% and H37Rv inhibition -25%.
For CC(C)CCN1C(=O)C2(OCCCO2)c2cc(Cl)ccc21 the results were H1N1 NS1A inhibition -4%, inhibitors of VEEV 1.1%, PhoP GFP inhibition 8%, tuberculosis growth 25% and H37Rv inhibition 1%.
Screening Cn1c(=O)c(C(=O)COC(=O)c2cc(-c3ccco3)nc3ccccc23)c(N)n(Cc2ccccc2)c1=O returned PhoP GFP inhibition 0%, tuberculosis growth 32% and H37Rv inhibition 36%.
CCc1ccc(CNC(=O)Cn2nc(-c3ccccc3)ccc2=O)cc1 was read as H1N1 NS1A inhibition -8%, inhibitors of VEEV 2.3%, PhoP GFP inhibition 20%, tuberculosis growth 4% and H37Rv inhibition 10%.
For CCOC(=O)C1(CC)NC(c2ccco2)C2C(=O)N(c3ccc(C)cc3)C(=O)C21 (configuration not stated) the results were H1N1 NS1A inhibition -3%, inhibitors of VEEV inactive, PhoP GFP inhibition -8%, tuberculosis growth 12% and H37Rv inhibition -5%.
For CSCCC1C(=O)OC2(C)CC(C)(C)NC(=S)N12 (configuration not stated) the results were H1N1 NS1A inhibition 12%, inhibitors of VEEV 2.4%, PhoP GFP inhibition -3%, tuberculosis growth -1% and H37Rv inhibition -4%.
For CC1(C)CC(=O)C(C=Nc2ccc(NC3=C(C#N)C(=O)CC(C)(C)C3)cc2)=C(O)C1 the results were H1N1 NS1A inhibition 7%, inhibitors of VEEV 0.5%, PhoP GFP inhibition 4%, tuberculosis growth -2% and H37Rv inhibition -2%.
`COc1ccc(-c2nc(NC(=O)c3ccccc3)sc2-c2ccc([N+](=O)[O-])cc2)cc1` gave H1N1 NS1A inhibition -8%, inhibitors of VEEV 0.7%, PhoP GFP inhibition -7%, tuberculosis growth 29% and H37Rv inhibition 2%.
For [O-]/C(=C(\C(=S)Nc1ccc(Cl)cc1)[n+]1ccccc1)c1ccc(OC(F)F)cc1 the results were H1N1 NS1A inhibition 0%, inhibitors of VEEV 1.1%, PhoP GFP inhibition 10%, tuberculosis growth 33% and H37Rv inhibition -2%.
For CCC(C(=O)Nc1cc(C(=O)Nc2cc(C)ccn2)ccc1Cl)c1ccccc1 (configuration not stated) the results were H1N1 NS1A inhibition 9%, inhibitors of VEEV 1.0%, PhoP GFP inhibition -5%, tuberculosis growth 14% and H37Rv inhibition 5%.
For CCc1c(C)[nH]c(C(=O)OCc2ccccc2)c1C the results were H1N1 NS1A inhibition -9% and inhibitors of VEEV 0.5%.
Screening CCC/C=C1/CCCOC(C(=O)NCc2cc(C)n(C)n2)(C(F)(F)F)C1 (configuration not stated) returned H1N1 NS1A inhibition -4%, inhibitors of VEEV inactive, PhoP GFP inhibition 12%, tuberculosis growth 5% and H37Rv inhibition -1%.
For Cc1ccc(NC(=O)COC(=O)c2ccc(-n3cccn3)cc2)cc1C the results were H1N1 NS1A inhibition -4%, inhibitors of VEEV 0.8%, tuberculosis growth -11% and H37Rv inhibition 1%.

Pulled by structure from the entries so far, 6 records:
For CC1(C)CC(=O)C(C=Nc2ccc(NC3=C(C#N)C(=O)CC(C)(C)C3)cc2)=C(O)C1 the results were H1N1 NS1A inhibition 7%, inhibitors of VEEV 0.5%, PhoP GFP inhibition 4%, tuberculosis growth -2% and H37Rv inhibition -2%.
`Cc1cccc(NC(=O)CN2C(=O)N/C(=C\c3ccc(-c4cccc(C(=O)O)c4)o3)C2=O)c1` gave H1N1 NS1A inhibition -1%, inhibitors of VEEV 0.1%, PhoP GFP inhibition 12%, tuberculosis growth 8% and H37Rv inhibition -5%.
For CCc1c(C)[nH]c(C(=O)OCc2ccccc2)c1C the results were H1N1 NS1A inhibition -9% and inhibitors of VEEV 0.5%.
For CC(C)CCN1C(=O)C2(OCCCO2)c2cc(Cl)ccc21 the results were H1N1 NS1A inhibition -4%, inhibitors of VEEV 1.1%, PhoP GFP inhibition 8%, tuberculosis growth 25% and H37Rv inhibition 1%.
`Cn1c2c(c(=O)n(C)c1=O)CN(Cc1ccc(F)cc1)CN2` gave H1N1 NS1A inhibition -1%, inhibitors of VEEV 0.2%, PhoP GFP inhibition 8%, tuberculosis growth 17%, H37Rv inhibition -7% and inhibitors of VEEV 10K pilot screen 0.2.
Screening O=C1NC(c2cc3c(cc2Cl)OCO3)Oc2ccccc21 (configuration not stated) returned H1N1 NS1A inhibition 12%, inhibitors of VEEV 0.4%, PhoP GFP inhibition -4%, tuberculosis growth 19% and H37Rv inhibition -2%.

Remaining list, next part
Screening O=C(O)c1cccc(S(=O)(=O)N2CCN(C(c3ccccc3)c3ccccc3)CC2)c1 returned H1N1 NS1A inhibition -2%, inhibitors of VEEV 1.1%, PhoP GFP inhibition 3%, tuberculosis growth 13% and H37Rv inhibition 2%.
`Cc1ccc(/C=C/C(=O)NC2=NCCS2)cc1` gave H1N1 NS1A inhibition 3%, inhibitors of VEEV 0.3%, PhoP GFP inhibition 6%, tuberculosis growth 73% and H37Rv inhibition -2%.
Screening COc1ccc(NC(=O)CN2CCN(CC(=O)Nc3ccccc3OC)CC2)c(OC)c1 returned H1N1 NS1A inhibition -1% and inhibitors of VEEV 0.6%.
COc1ccc(-c2nn(-c3ccccc3)cc2/C=C/C(=O)N(C)CC(=O)Nc2cccc(F)c2)cc1OC was read as H1N1 NS1A inhibition -15% and inhibitors of VEEV 8.9%.
`O=C(Cc1noc2ccccc12)Nc1ccc2ccccc2c1` gave H1N1 NS1A inhibition 10%, inhibitors of VEEV 1.4%, PhoP GFP inhibition 10%, tuberculosis growth 16% and H37Rv inhibition 48%.
Screening COc1ccc(CNC(=O)Nc2cccc3ccccc23)cc1 returned H1N1 NS1A inhibition 25%, inhibitors of VEEV 0.6%, PhoP GFP inhibition 2%, tuberculosis growth -14% and H37Rv inhibition -14%.
For COc1cc(SC)ccc1C(=O)OCC(=O)NC1CCCC1 the results were H1N1 NS1A inhibition -4%, inhibitors of VEEV 1.5%, PhoP GFP inhibition -7%, tuberculosis growth 10% and H37Rv inhibition -2%.
Screening CN(C)CC(O)CN1C(=O)N(CN2C(=O)N(CC(O)CN(C)C)C(=O)C2(C)C)C(C)(C)C1=O (configuration not stated) returned inhibitors of VEEV 1.1%, PhoP GFP inhibition 6%, tuberculosis growth -16% and H37Rv inhibition -4%.
For CCOc1ccc(CN(C)CC(=O)Nc2ccc([N+](=O)[O-])cc2Cl)cc1 the results were H1N1 NS1A inhibition 3%, inhibitors of VEEV 2.6%, PhoP GFP inhibition -6%, tuberculosis growth 34% and H37Rv inhibition -4%.
Screening CCc1nnc(NC(=O)CN2CCN(C(=O)c3ccccc3)CC2)s1 returned H1N1 NS1A inhibition -6%, inhibitors of VEEV 0.8%, PhoP GFP inhibition 3%, tuberculosis growth 13% and H37Rv inhibition 7%.
For CC(=O)NC(C)c1cc(Cl)c2ccccc2c1O (configuration not stated) the results were H1N1 NS1A inhibition 9%, inhibitors of VEEV 0.3%, tuberculosis growth -4%, H37Rv inhibition -3% and inhibitors of VEEV 10K pilot screen 1.7.
`Cn1cc(Cl)c(C(=O)OCC(=O)c2ccccc2)n1` gave H1N1 NS1A inhibition -4%, inhibitors of VEEV 1.2%, PhoP GFP inhibition -5%, tuberculosis growth -4% and H37Rv inhibition 2%.
O=C(CNCc1cccnc1)Nc1cc(C(F)(F)F)ccc1N1CCOCC1 was read as H1N1 NS1A inhibition 5%, inhibitors of VEEV inactive, PhoP GFP inhibition 6%, tuberculosis growth 15% and H37Rv inhibition 0%.
`Cc1ccc2cccc(NS(=O)(=O)c3ccccc3)c2n1` gave PhoP GFP inhibition 4%, tuberculosis growth 64% and H37Rv inhibition 23%.
Screening O=C(NC1CCCC1)C1CCCN(S(=O)(=O)c2cnc[nH]2)C1 (configuration not stated) returned H1N1 NS1A inhibition -1%, inhibitors of VEEV 0.7%, PhoP GFP inhibition -11% and H37Rv inhibition -2%.
Screening CCc1ccc(C(=O)NNC(=O)CCC2CCCCC2)cc1 returned H1N1 NS1A inhibition -9%, inhibitors of VEEV inactive, PhoP GFP inhibition -4%, tuberculosis growth 3% and H37Rv inhibition -3%.
Screening CCOC(=O)C1CCN(Cc2cnc(NC(=O)OC)s2)CC1 returned H1N1 NS1A inhibition -8%, inhibitors of VEEV 3.0%, PhoP GFP inhibition 4%, tuberculosis growth 6% and H37Rv inhibition -1%.
CCOc1ccccc1CN1CCN(C2CCOCC2)CC1CCO (configuration not stated) was read as H1N1 NS1A inhibition 11%, inhibitors of VEEV 1.9%, PhoP GFP inhibition 13%, tuberculosis growth -1% and H37Rv inhibition -3%.
Screening CSC1=N/C(=C\c2cccc(Cl)c2)C(=O)N1N(C)C returned H1N1 NS1A inhibition 18%, inhibitors of VEEV inactive, PhoP GFP inhibition 0%, tuberculosis growth -4% and H37Rv inhibition 11%.
For CCN(CC)C(=O)CSc1nc(-c2ccccc2)cc(=O)[nH]1 the results were H1N1 NS1A inhibition 3%, inhibitors of VEEV 1.1%, PhoP GFP inhibition 1%, tuberculosis growth 1% and H37Rv inhibition 0%.
For O=C(CSc1ccccn1)Nc1nc2ccc(Br)cc2s1 the results were H1N1 NS1A inhibition -2%, inhibitors of VEEV 1.6%, PhoP GFP inhibition -9%, tuberculosis growth 12% and H37Rv inhibition -7%.
Screening O=C(O)CN1C(=O)/C(=C\c2ccccc2OCc2ccc(Cl)cc2Cl)SC1=S returned H1N1 NS1A inhibition -7%, inhibitors of VEEV 0.5%, PhoP GFP inhibition -7%, tuberculosis growth 44% and H37Rv inhibition 2%.
For Cc1nc(SCC(=O)Nc2cc(S(=O)(=O)N3CCOCC3)ccc2Cl)nc(C)c1C the results were H1N1 NS1A inhibition 10%, inhibitors of VEEV 3.6%, tuberculosis growth -1% and H37Rv inhibition -6%.
CCOc1ccc(NC(=O)Nc2nnc(CC(=O)NCc3ccccc3)s2)cc1 was read as H1N1 NS1A inhibition 0%, inhibitors of VEEV 0.4%, PhoP GFP inhibition -4%, tuberculosis growth 3%, H37Rv inhibition 2% and inhibitors of VEEV 10K pilot screen 0.3.
For CN(Cc1ccccc1)C(=O)c1ccc2c(c1)OCO2 the results were H1N1 NS1A inhibition 3%, inhibitors of VEEV inactive, PhoP GFP inhibition -4%, tuberculosis growth -3% and H37Rv inhibition 6%.
For COc1cc(Cl)c(C)cc1NC(=O)COC(=O)CCc1nc2ccccc2c(=O)[nH]1 the results were H1N1 NS1A inhibition -6%, inhibitors of VEEV 8.7%, PhoP GFP inhibition -9%, tuberculosis growth -4% and H37Rv inhibition 8%.
Cc1c(C(=O)N(C)C)c2cc(Cl)ccc2n1O was read as H1N1 NS1A inhibition 1%, inhibitors of VEEV inactive, PhoP GFP inhibition -8% and H37Rv inhibition 2%.
Screening Fc1ccc(-c2csc(Nc3ccccn3)n2)c(F)c1 returned H1N1 NS1A inhibition -4%, inhibitors of VEEV 5.7%, PhoP GFP inhibition -7%, tuberculosis growth 21% and H37Rv inhibition 10%.
`CCOc1ccc(NC(=O)CN(C)C(=O)Cc2sc(C)nc2-c2ccc(F)cc2)cc1OCC` gave H1N1 NS1A inhibition -4%, inhibitors of VEEV 0.4%, tuberculosis growth 21% and H37Rv inhibition -6%.
O=C(O)c1cc(S(=O)(=O)N2CCCCC2)ccc1Cl was read as H1N1 NS1A inhibition 5%, inhibitors of VEEV inactive, PhoP GFP inhibition -6%, tuberculosis growth -16% and H37Rv inhibition 3%.

Screening results deposited in PubChem BioAssay by Southern Research Specialized Biocontainment Screening Center.
